Bioassay records (PubChem BioAssay)
Hsp90 inh: displaces geldanamycin probe from tumor Hsp90; P07900; NCI-N417 lysate Hsp90, Cy3B-geldanamycin FP displacement; inhibition, % at 30 µM; 64,000 compounds, 0.35% hits;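 active means inhibition above 50%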;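 further: 0% = tracer plus lysate wells and 100% = tracer alone without lysate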
M1 ag: M1 muscarinic receptor agonism | CHO-M1 cells, Fluo-4 calcium fluorescence, agonist mode; stronger effect = higher value | B-score at 10 µM | 64,000 compounds, 3% hits;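 active means fluorescence rise, raw or as B-score row- and column-corrected plate score, outside the 99.7% band of its plate's samples, either direction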
D1 allo mod: allosteric modulators of human D1 dopamine receptor; 58,000 compounds, 5.9% hits; HEK293 D1, CRE-luciferase, dopamine EC30 potentiation; actives deviate in either direction; P21728; B-score at 10 µM;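 active means luminescence count or its row- and column-corrected plate score outside the 99.7% band of the plate's sample wells, on either side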
Target sequence (P21728 whole entry, looked up): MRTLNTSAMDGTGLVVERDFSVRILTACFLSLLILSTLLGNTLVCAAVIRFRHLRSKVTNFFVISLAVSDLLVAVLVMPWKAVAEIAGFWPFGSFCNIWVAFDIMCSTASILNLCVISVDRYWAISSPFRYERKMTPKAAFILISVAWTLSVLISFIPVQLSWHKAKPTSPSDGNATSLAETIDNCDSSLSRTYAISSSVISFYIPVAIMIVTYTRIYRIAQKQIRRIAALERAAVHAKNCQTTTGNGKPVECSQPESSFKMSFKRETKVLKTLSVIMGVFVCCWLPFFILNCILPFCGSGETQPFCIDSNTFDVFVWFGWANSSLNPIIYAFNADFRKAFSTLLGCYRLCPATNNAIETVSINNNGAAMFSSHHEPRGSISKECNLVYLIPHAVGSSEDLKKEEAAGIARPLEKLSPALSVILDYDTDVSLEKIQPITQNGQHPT
Her2 expr inh: inhibitors of human Her2 kinase expression; 65,000 compounds, 0.69% hits; SKBR-3 HER2 protein level, AlphaScreen, 18-24 h; stronger effect = lower value; AID 645; HER2 level % of control, % at 10 µM; P04626;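 active means HER2 level under 5% of the carrier-only control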;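 further: 100% = DMSO carrier and 0% = 500 nM PU-H71 HSP90 inhibitor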
NADH coupling: inhibition of NAD/NADH coupling enzymes, library profiling; IC50, µM (doses to about 10 µM), inactives show at the highest dose inhibition; coupled PK/LDH NADH assays, four targets; 65,000 compounds, 0.02% hits;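 active means single-dose screening hits from any of four coupled enzyme assays that gave an IC50 when retested across doses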;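 further: the DPM-DC format reads NADH fluorescence rather than 340 nm absorbance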
M1 antag: antagonists of rat M1 muscarinic receptor | P08482 | CHO-M1 cells, Fluo-4 calcium, ACh EC80 antagonist mode; stronger effect = lower value | B-score at 10 µM | 64,000 compounds, 3.4% hits | AID 628;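 active means calcium fluorescence response, raw or row-and-column corrected B-score, differing from the plate sample mean either way at a set confidence level, mostly lower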
Fluor 339 460: intrinsic fluorescence of library compounds, ex339/em460 – biochemical, MLSMR library, data from DPM-DC assay, artefact control, profiling panel. AID 709. 65,000 compounds, 5.5% hits. compound autofluorescence, ex339/em460 nm, NADH buffer; stronger effect = higher value; 1 = no-compound wells, NADH background. fluorescence fold increase at 10 µM;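 active means at 10 µM, mean starting fluorescence two-fold or more over control wells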;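 further: signal is the first read of a kinetic run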
Ec RNAP inh: inhibitors of Escherichia coli RNA polymerase; 62,000 compounds, 0.2% hits; P0A8V2; E. coli RNA polymerase, fluorescence transcription assay; inhibition, %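 (tested at 10 µM)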; in the data active means inhibition above about 20%;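 further: 0% = enzyme without compound and 100% = no enzyme blank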
5HT1a ag: 5-HT1a (human) receptor agonism | P08908 | CHO 5-HT1a Ga15 NFAT-bla reporter, FRET ratio; 0% basal, 100% maximal reference agonist | activation, % at 10 µM | 65,000 compounds, 0.56% hits | AID 567;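 active means activation above the screen-wide mean activation plus 3 SD, cut at about 19% in these data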;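 further: 0% = DMSO wells and 100% = 5-CT at EC100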
Target sequence (P08908 whole entry, looked up): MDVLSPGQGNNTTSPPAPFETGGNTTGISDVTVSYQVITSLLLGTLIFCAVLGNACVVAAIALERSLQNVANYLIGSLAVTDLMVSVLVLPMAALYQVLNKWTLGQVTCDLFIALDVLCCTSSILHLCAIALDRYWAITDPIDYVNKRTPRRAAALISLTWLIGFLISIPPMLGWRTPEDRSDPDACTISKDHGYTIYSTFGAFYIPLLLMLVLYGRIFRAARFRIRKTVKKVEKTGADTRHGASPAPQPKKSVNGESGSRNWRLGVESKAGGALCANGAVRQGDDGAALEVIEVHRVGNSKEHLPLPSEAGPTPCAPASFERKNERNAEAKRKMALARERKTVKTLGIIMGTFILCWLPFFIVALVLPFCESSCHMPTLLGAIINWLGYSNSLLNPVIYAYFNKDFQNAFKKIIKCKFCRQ
Starred values were filed as active, the others as inactive; nt = no result given. Rows were taken by chance, and some 16% of all compounds hit somewhere here.

SMILES | Hsp90 inh | M1 ag | D1 allo mod | Her2 expr inh | NADH coupling | M1 antag | Fluor 339 460 | Ec RNAP inh | 5HT1a ag
CC(=O)Nc1ccc(S(=O)(=O)N2CCSC2C(=O)O)cc1 (centres undefined) | -2 | 1 | -0.51 | 107 | 2% | 1.3 | 1 | 2 | -3.4
COc1cccc(OC)c1/C(O)=C(\C#N)c1nc2ccccc2[nH]1 | -2 | 0.39 | 0.37 | 74 | 4% | -0.43 | 1.1 | -7 | 0.9
COc1cccc(OC)c1OCCCN1CCOCC1 | -1 | -0.082 | -1.2 | 125 | 10% | 0.051 | 1.1 | 11 | -0.4
O=C(Nc1sc2c(c1C(=O)O)CCCCC2)c1ccco1 | -5 | -0.088 | -2.6 | 65 | 8% | -0.1 | 1 | 13 | -4.4
COc1cccc(C(=O)NC2(C(F)(F)F)N=C3SCCN3C2=O)c1 (centres undefined) | 2 | -0.14 | -0.31 | 78 | 10% | -0.44 | 1.1 | 5 | 0.6
CCCn1c(SCC(=O)c2cc(OC)ccc2OC)nc2c1c(=O)n(C)c(=O)n2C | -4 | -0.41 | 1.7 | 102 | 4% | -0.063 | 1.1 | 2 | -2.0
CCCn1c(=O)c(C(=O)NCc2cccnc2)c(O)c2ccccc21 | -2 | 1.8 | 8.4* | 41 | 1% | 0.14 | 1.2 | 13 | -1.8
COc1cc(OC)c(NC(=O)c2ccco2)cc1Cl | -5 | -0.061 | 0.38 | 78 | 11% | 0.7 | 1 | 9 | 0.0
COc1ccc(OCC(=O)Nc2ccc(C)cc2)cc1 | -5 | -1 | -0.55 | 102 | 8% | -14* | 1 | 3 | -2.3
O=C(NCc1ccco1)C(Cc1ccccc1)NS(=O)(=O)c1cccc2nsnc12 (centres undefined) | -4 | 0.43 | -1.2 | 80 | 8% | -0.49 | 1.1 | 2 | -1.9
C=C(C)Cn1c(=O)c2c(nc3n2CCN3c2cccc(Cl)c2C)n(C)c1=O | -3 | 3* | -0.14 | 109 | 5% | -1.6 | 1.1 | 5 | 1.5
O=C1CCC(C(=O)Nc2ccc(OC(F)F)cc2)N1 (centres undefined) | -7 | 0.58 | -0.66 | 106 | 4% | 0.86 | 1 | 10 | -4.7
CCN1CCN(S(=O)(=O)c2ccc3[nH]c(=O)oc3c2)CC1 | -1 | 0.028 | 0.63 | 98 | 5% | -0.46 | 0.87 | 0 | -0.4
CC(C)C[C@H](NC(=O)NCc1ccccc1Cl)C(=O)O | 1 | -0.46 | 0.1 | 106 | 8% | -0.19 | 1 | 6 | -2.7
Cc1cccc(N2CCN(CC(=O)NCC3CCCCC3)CC2)c1C | 0 | 0.63 | -0.14 | 93 | 15% | -2.4 | 1.1 | 6 | 41*
O=C1c2oc3ccccc3c(=O)c2C(c2cccc(O)c2)N1CCCN1CCOCC1 (centres undefined) | 0 | -0.29 | 0.86 | 77 | 7% | -0.13 | 1.1 | 3 | 0.7
COc1ccc(C2OC(=O)CC2C(=O)N2CCN(c3cc(Cl)ccc3C)CC2)cc1OC (centres undefined) | -1 | 1.5 | -0.21 | 95 | 1% | 0.75 | 1.1 | 8 | -0.3
Cc1ccc(NC(=O)CSc2nnc(CCCCCNC(=O)OC(C)(C)C)o2)c(C)c1 | -1 | -0.84 | -0.075 | 125 | 4% | -0.3 | 1 | 10 | -5.2
O=C(Nc1ccccc1)c1cccnc1Nc1ccccc1 | -3 | 1.3 | 1.2 | 113 | 6% | -0.73 | 1.1 | 5 | -1.2
CCc1cc2c(=O)n(C(C)C(=O)OC3CCCCC3)cnc2s1 (centres undefined) | -3 | 0.061 | 0.7 | 73 | 4% | 0.085 | 1 | 6 | 0.2
Cn1c(SCC(=O)c2ccc3c(c2)OCO3)nnc1C1COc2ccccc2O1 (centres undefined) | -1 | -0.31 | nt | 59 | 9% | -0.59 | 1.1 | 5 | -4.1
O=C(c1nn(Cc2ccccc2)c(=O)c2ccccc12)N1CCN(c2ccccn2)CC1 | -2 | -0.14 | -2 | 98 | 4% | 0.0081 | 1.1 | 5 | 2.6
Cc1oc(-c2cccs2)nc1CS(=O)CC(=O)NCCCN1CC(C)CC(C)C1 (centres undefined) | -4 | -0.17 | 0.31 | 104 | 1% | -0.052 | 1.1 | 2 | -5.8
COC(=O)C1(CO)NC(c2cccs2)C2C(=O)N(c3ccccc3)C(=O)C21 (centres undefined) | -10 | -1.4 | -0.062 | 74 | 8% | 0.67 | 1.1 | 3 | 0.5
CCOC(=O)CN1C(=O)C(O)=C(C(C)=O)C1c1ccc(F)cc1 (centres undefined) | -6 | 0.5 | 0.41 | 76 | 7% | -0.051 | 1.1 | 4 | -1.8

A second format for some results above.
canonical_smiles	Hsp90 inh	M1 ag	D1 allo mod	Her2 expr inh	NADH coupling	M1 antag	Fluor 339 460	Ec RNAP inh	5HT1a ag
CC(=O)Nc1ccc(S(=O)(=O)N2CCSC2C(=O)O)cc1 (centres undefined)	-2	1	-0.51	107	2%	1.3	1	2	-3.4
COc1cccc(OC)c1/C(O)=C(\C#N)c1nc2ccccc2[nH]1	-2	0.39	0.37	74	4%	-0.43	1.1	-7	0.9
COc1cccc(OC)c1OCCCN1CCOCC1	-1	-0.082	-1.2	125	10%	0.051	1.1	11	-0.4
O=C(Nc1sc2c(c1C(=O)O)CCCCC2)c1ccco1	-5	-0.088	-2.6	65	8%	-0.1	1	13	-4.4
COc1cccc(C(=O)NC2(C(F)(F)F)N=C3SCCN3C2=O)c1 (centres undefined)	2	-0.14	-0.31	78	10%	-0.44	1.1	5	0.6
CCCn1c(SCC(=O)c2cc(OC)ccc2OC)nc2c1c(=O)n(C)c(=O)n2C	-4	-0.41	1.7	102	4%	-0.063	1.1	2	-2.0
CCCn1c(=O)c(C(=O)NCc2cccnc2)c(O)c2ccccc21	-2	1.8	8.4*	41	1%	0.14	1.2	13	-1.8
COc1cc(OC)c(NC(=O)c2ccco2)cc1Cl	-5	-0.061	0.38	78	11%	0.7	1	9	0.0
COc1ccc(OCC(=O)Nc2ccc(C)cc2)cc1	-5	-1	-0.55	102	8%	-14*	1	3	-2.3
O=C(NCc1ccco1)C(Cc1ccccc1)NS(=O)(=O)c1cccc2nsnc12 (centres undefined)	-4	0.43	-1.2	80	8%	-0.49	1.1	2	-1.9
C=C(C)Cn1c(=O)c2c(nc3n2CCN3c2cccc(Cl)c2C)n(C)c1=O	-3	3*	-0.14	109	5%	-1.6	1.1	5	1.5

Continuation:
SMILES | Hsp90 inh | M1 ag | D1 allo mod | Her2 expr inh | NADH coupling | M1 antag | Fluor 339 460 | Ec RNAP inh | 5HT1a ag
Cc1cc(C)cc(NC(=O)CSc2nnc(CNC(=O)c3cccs3)o2)c1 | -7 | 0 | -0.3 | 107 | 1% | 0.087 | 1.1 | 1 | -4.8
COc1ccccc1CNC(=O)CN(c1ccc(C)cc1)S(=O)(=O)c1c(C)nn(C)c1C | 0 | 1.5 | nt | 73 | 6% | 1.1 | 1 | 2 | -1.3
COC(=O)c1cc(C)sc1NC(=O)c1cccnc1 | -6 | 0 | 5.4* | 117 | 5% | -0.96 | 1.1 | 3 | -0.8
Cc1ccc(-n2c(O)cnc2Nc2nc(C)cc(C)n2)cc1 | 0 | -0.34 | -0.27 | 97 | 10% | 0.21 | 1.1 | 6 | -3.2
FC(F)(F)c1cc(-c2cccs2)nc(NCc2ccco2)n1 | nt | 0.52 | nt | 35 | 3% | 0 | 1.3 | 8 | -1.4
CC1=C(C#N)C(c2ccoc2)C(C(=O)OCc2ccccc2)=C(N)S1 (centres undefined) | -4 | -0.88 | -0.89 | 74 | 2% | -0.022 | 1 | 9 | 0.4
CC(C)OC(=O)CSc1nnc(-c2ccccn2)n1C | -1 | -0.0077 | 0.85 | 120 | 3% | 0.53 | 1.1 | 2 | -2.3
CCC(=O)N1CCc2cc(S(=O)(=O)CCC(=O)NCc3cccs3)ccc21 | -3 | -0.11 | 1.5 | 154 | 7% | 0.16 | 1.1 | 6 | -3.1
O=S(=O)(c1ccccc1)c1nc(-c2ccco2)oc1NCc1cccnc1 | -3 | -0.28 | 4.9* | 105 | 1% | -0.49 | 1.1 | 4 | -0.3
COc1ccc(NC(=O)C(c2ccc(OC)cc2)N(C)C(=O)CNC(C)=O)cc1 (centres undefined) | 0 | 0.32 | -0.41 | 118 | 3% | 0.18 | 1.1 | -7 | 0.4
COc1cc(Nc2cc(C)nc3nc(C)nn23)cc(OC)c1OC | 1 | -0.54 | 0.23 | 95 | 10% | 0.24 | 1 | 7 | -4.9
COc1ccc(CN(CC2CCCO2)S(=O)(=O)c2ccc(C(=O)O)cc2)cc1OC (centres undefined) | 0 | 0.021 | 1.2 | 111 | 7% | 0.5 | 1 | 7 | 2.7
Cc1ccc(O)c(NC(=O)c2ccco2)c1 | -1 | 1.7 | nt | 64 | 5% | 0.7 | 1.1 | nt | -1.5
CC(C(=O)NCc1ccccc1)N1C(=O)CN(C)C(=O)c2ccccc21 (centres undefined) | 0 | 1.1 | -0.74 | 94 | 5% | -0.61 | 1 | 3 | 1.8
CCc1cccc(C)c1NC(=O)C1=C(C(=O)O)CCCC1 | 4 | -0.87 | 0.046 | 117 | 5% | 0.023 | 1.1 | 8 | -2.0
O=C(CSc1nnc(-c2ccc(Cl)cc2)n1Cc1ccco1)Nc1ccc2c(c1)OCCO2 | -2 | -0.0076 | nt | 77 | 8% | -0.021 | 1.1 | -4 | -3.4
Cc1c(C(=O)OC(C)CCN(C)C)oc2ccccc12 (centres undefined) | -6 | -0.6 | -1.3 | 83 | 10% | -13* | 1.1 | 0 | -0.7
CCc1ccccc1N1CCN(S(=O)(=O)c2ccc(F)c(C)c2)CC1 | 1 | 3 | -0.8 | 95 | 4% | -0.79 | 1.1 | 6 | -1.8
Cc1ccc(Oc2ccccc2)c(NC=O)c1 | nt | 1.3 | 4.9* | 109 | 9% | -0.0033 | 1.1 | 11 | 1.9
COC(=O)COc1ccc(S(=O)(=O)Nc2ccc(C(N)=O)cc2)cc1Cl | -4 | 0.79 | 0.19 | 102 | 0% | -0.84 | 1.1 | 2 | -0.5
COc1cc2c(=O)n(Cc3ccco3)c(=O)n(CC(=O)c3cccc(Br)c3)c2cc1OC | -1 | -0.49 | -0.64 | 34 | 7% | 0.56 | 1.1 | 7 | 0.1
Cc1cccc(OCCCCCn2ccnc2)c1 | 2 | 4.5* | -0.52 | 92 | 16% | -0.48 | 1.1 | 7 | -1.7
COC(=O)c1ccc(OCC2c3cc(OC)c(OC)cc3CCN2C(=O)c2ccco2)cc1 (centres undefined) | -1 | 11* | nt | 76 | 11% | -2.4* | 0.87 | 3 | 3.1
CCCc1nnc(SCC(=O)Nc2ccc(OCC)cc2)n1N | -2 | nt | -0.35 | 94 | 5% | nt | 0.89 | 5 | -3.8
O=C(Nc1ccccn1)c1ccc(NC(=O)c2ccco2)cc1 | -1 | 1.2 | -1.7 | 101 | 4% | -0.14 | 1.1 | 3 | -3.6
COC(=O)COc1ccc(S(=O)(=O)NCc2cccnc2)cc1C | -3 | -0.21 | nt | 95 | 5% | -0.82 | 1.1 | nt | -1.0
COc1ccc(CSc2nc(C)cc(=O)[nH]2)cc1Br | 1 | -1.1 | 2.8 | 109 | 7% | -0.29 | 1 | 9 | -3.5
O=C(OCc1cccc2ccccc12)c1ccc2c(=O)[nH]c(CN3CCOCC3)nc2c1 | -1 | 0.012 | 0.0033 | 77 | 4% | -0.016 | 1.1 | 6 | 1.0
O=C1C=C(NCc2ccc(Cl)cc2)CC(c2ccco2)C1 (centres undefined) | -4 | -0.049 | -0.092 | 86 | 4% | 0.45 | 0.97 | nt | -2.5
